ATXN2 expr inh: ATXN2 expression inhibition; actives 0.72% (n = 360,000); HEK-293 ATXN2-luciferase reporter, luminescence, 24 h; AID 1745845; Potency, µM (top dose mostly 57 µM), inactives show at the highest dose activity change, negative = inhibition, most hits filed as inhibitors; note: % is set by controls: 0 for no effect and ±100 for the full control effect; nearly all actives have a fitted effect of over 55% in size
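ATXN2-luciferase reporter cells (luciferase flanked by upstream and downstream ATXN2 gene portions) were treated 24 h at 37 °C with compounds at up to 57 uM. SteadyGlo luminescence gave expression; GF-AFC fluorescence gave viability.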
EPAC2 antag: blocks human EPAC2 exchange factor. AID 720708. EPAC2 GEF exchange of Rap1B-BODIPY-GDP, fluorescence. actives 0.18% (n = 360,000). Potency, µM (titrated, usually from 114 µM), for inactives: at the top dose activity, negative = inhibition, usual class: inhibitors. Q8WZA2; note: % is set by controls: 0 for no effect and ±100 for the full control effect; nearly all actives have a fitted effect of over 45% in size; many of its hits are not listed in these tables
Target sequence (Q8WZA2 whole entry, looked up): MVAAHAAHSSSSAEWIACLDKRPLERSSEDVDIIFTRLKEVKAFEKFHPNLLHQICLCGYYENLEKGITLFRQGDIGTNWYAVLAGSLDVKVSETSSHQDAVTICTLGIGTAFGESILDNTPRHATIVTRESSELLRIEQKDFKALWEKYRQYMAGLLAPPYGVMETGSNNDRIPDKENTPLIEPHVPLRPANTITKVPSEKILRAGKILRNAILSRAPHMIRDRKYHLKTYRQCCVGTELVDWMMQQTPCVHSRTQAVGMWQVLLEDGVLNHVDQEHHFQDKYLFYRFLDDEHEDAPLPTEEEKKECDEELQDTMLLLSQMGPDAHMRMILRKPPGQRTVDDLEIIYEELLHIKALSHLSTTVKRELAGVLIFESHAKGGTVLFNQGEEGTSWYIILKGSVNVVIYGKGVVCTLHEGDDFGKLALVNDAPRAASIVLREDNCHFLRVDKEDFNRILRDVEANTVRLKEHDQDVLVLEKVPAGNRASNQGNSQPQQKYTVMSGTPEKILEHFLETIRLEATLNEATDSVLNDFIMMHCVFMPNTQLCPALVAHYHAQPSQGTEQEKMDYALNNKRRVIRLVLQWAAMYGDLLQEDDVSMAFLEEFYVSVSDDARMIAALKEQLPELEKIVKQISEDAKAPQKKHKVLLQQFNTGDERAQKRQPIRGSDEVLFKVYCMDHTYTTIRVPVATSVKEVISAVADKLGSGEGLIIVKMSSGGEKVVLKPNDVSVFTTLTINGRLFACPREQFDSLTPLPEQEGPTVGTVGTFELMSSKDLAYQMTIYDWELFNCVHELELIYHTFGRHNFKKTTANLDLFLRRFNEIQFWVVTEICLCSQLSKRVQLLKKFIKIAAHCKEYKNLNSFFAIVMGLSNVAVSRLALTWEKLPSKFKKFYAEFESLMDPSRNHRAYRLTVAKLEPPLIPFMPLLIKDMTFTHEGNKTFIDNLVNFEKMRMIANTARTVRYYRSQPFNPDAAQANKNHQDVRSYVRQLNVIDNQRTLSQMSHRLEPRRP
HepG2 tox: kills HepG2 cells in TGF-b inhibitor counter-screen. actives 0.76% (n = 410,000). Potency, µM (series often up to 46.1 µM), for inactives: at the highest dose activity change, negative = cytotoxicity, most hits filed as cytotoxic. AID 588856. HepG2 CAGA-GFP viability, ATP luminescence, 18 h; note: some results filed as inactive show a strong effect at the top dose
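CellTiter-Glo luminescence gave cytotoxicity after 18 hours at 37 degrees C. The cells were HepG2 CAGA-GFP in 1% FBS DMEM, stimulated with 500 pg/mL TGF-beta after compound addition. %Activity was normalised to no-cell wells (complete cell-killing) and DMSO (no toxicity), and curves were fitted and classified.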
Nrf2 activator: activators of Nrf2 (ARE) signaling; AREc32 ARE-luciferase reporter (MCF7-derived line), luminescence, 24 h; Potency, µM (titrated, usually from 46.1 µM), for the others: top-dose activation, usual class: activators; actives 0.31% (n = 410,000); AID 624171; note: % of control where 0% means no effect; nearly all actives have a fitted effect of over 65% in size
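ARE activation measured as luciferase luminescence (Steady-Glo, 30 min RT) in AREc32_Fluc cells after 24 hr compound exposure at 37 deg C, 5% CO2; cells seeded overnight at 1000/well in OPTI-MEM, 5% FBS.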
TGFb inhibitor: TGF-b pathway inhibition; HepG2 CAGA-GFP TGF-b/SMAD3 reporter, GFP fluorescence, 18 h; TGF-beta stimulated, 500 pg/mL final; actives 1.2% (n = 410,000); Potency, µM (titrated, usually from 46.1 µM), for inactives: top-dose activity, negative = inhibition, hits mostly inhibitors; AID 588855; note: % is set by controls: 0 for no effect and ±100 for the full control effect; nearly all actives have a fitted effect of over 65% in size
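First, reporter cells (HEPG2 CAGA-GFP) rested 2 h at 37 degrees C. Next, compounds were pinned in and TGF-beta added to 500 pg/mL final. After 18 h, GFP was imaged per cell and summed per well.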
Nrf2 block: inhibitors of Nrf2 signaling; Potency, µM (titrated, usually from 46 µM), without a hit: top-dose activity change, negative = inhibition, most hits filed as inhibitors; AID 504444; A549 ARE-Fluc reporter, luciferase luminescence, 18-24 h; actives 2.1% (n = 360,000); note: % is set by controls: 0 for no effect and ±100 for the full control effect; nearly all actives have a fitted effect of over 60% in size
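Two sequential reads on A549 ARE_Fluc cells exposed to compound for 18-24 h: a CellTiter-Fluor fluorescence read for viability, then a luciferase luminescence read for Nrf2/ARE activity.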
A549 viability: kills or reduces viability of A549 cells in Nrf2 counter-screen. A549 ARE-Fluc cells, CellTiter-Fluor viability, 18-24 h. Potency, µM (series often up to 46 µM), inactives show at the top dose activity change, negative = cytotoxicity, actives largely listed as inhibitors. actives 0.16% (n = 390,000). AID 504648; note: % is set by controls: 0 for no effect and ±100 for the full control effect
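A549 ARE-Fluc cells in 5% FBS OPTI-MEM, 5000 cells/well, rested 2 h then exposed to compounds in concentration-response for 18-24 h at 37 °C. Viability by CellTiter-Fluor fluorescence (Ex 405/Em 525) after 30 min; luciferase luminescence (BugLite, 15 min, RT) read afterwards.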
S2 tox: viability counter-screen for ATXN expression inhibitors; S2 cells (HEK-293 line with an ATXN2-luciferase reporter) viability, CellTiter-Fluor protease fluorescence, 24 h; Potency, µM (titrated, usually from 56.7 µM), usual class: cytotoxic; actives 0.49% (n = 400,000); AID 651635; note: nearly all actives have a fitted effect of over 40% in size
MCF10A rerep: inducers of DNA re-replication in MCF 10A breast cells; actives 2.9% (n = 350,000); MCF 10A DNA re-replication, Hoechst nuclear intensity, 48 h; Potency, µM (top dose mostly 46.1 µM), for the others: at the top dose activity, positive = re-replication, actives largely listed as activators; note: % of control where 0% means no effect; nearly all actives have a fitted effect of over 50% in size
* = called active by the depositor; i = inactive; ? = inconclusive; / = no result given; [ ] = another dose, or the depositor's remark. Calls come from the whole dose curve; as a rule, active = well fitted curve in the direction sought with a large enough effect; inconclusive = small, poorly fitted or top-dose-only effect, or another doubt; inactive = no such curve, though single readings can be large; an effect the other way counts as inactive or inconclusive. Potency is the fitted concentration of half-maximal effect. Some of the compounds tested; count on the stated rates, not on these rows.

SMILES	ATXN2 expr inh	EPAC2 antag	HepG2 tox	Nrf2 activator	TGFb inhibitor	Nrf2 block	A549 viability	S2 tox	MCF10A rerep
Cc1ccc(S(=O)(=O)N2C[C@@H](C)[C@]3(C2)[C@H](O)[C@H](OC(=O)NC2CC2)C[C@H]2C(=O)N(c4ccccc4)C(=O)[C@H]23)cc1	-8%	-6%	-46%	-0.1%	?	/	/	?	/
O=C(NCc1ccc(Cl)cc1Cl)Nc1nc([C@@H]2O[C@H](CO)[C@@H](O)[C@H](O)[C@H]2O)cs1	3%	2%	16%	-1.3%	24%	/	/	i	/
COc1cccc(C(=O)NCC2CCCN2S(=O)(=O)c2ccccc2)c1 (configuration not stated)	?	-7%	10%	0.3%	2%	-9%	0%	i	-3%
CN1C(=O)N(CC(=O)Nc2cccc(S(=O)(=O)N(C)c3ccccc3)c2)C(=O)C12CCCCC2	-8%	-8%	0%	-0.2%	-2%	-18%	-8%	i	?
CC1=C(C(=O)N2CCOCC2)C(c2c(F)cccc2F)NC(=O)N1 (configuration not stated)	2%	-5%	3%	-0.4%	-2%	-6%	1%	i	-9%
O=Cc1ccccc1Oc1nc(N2CCOCC2)nc(N2CCOCC2)n1	-8%	-19%	0%	-0.4%	-5%	0%	8%	i	?
CCCCN=CC1=C(O)CC(c2ccccc2)CC1=O (configuration not stated)	14%	-19%	-8%	-0.6%	6%	6%	2%	i	11%
CCC(=O)c1ccc(OCC(O)CNC2CCCC2)cc1 (configuration not stated)	-5%	-1%	-33%	-0.4%	-13%	4%	-1%	i	?
CCN(CC)CCNc1nc(SC)nc2sc3c(c12)CCN(C)C3	-26%	2%	-16%	-0.2%	20%	21%	-13%	i	?
O=C(N/N=C/c1ccco1)c1cc(-c2ccncc2)nc2ccccc12	-11%	-2%	5%	5.8%	2%	4%	-16%	i	?

Complete entries as entered above. Order of values: ATXN2 expr inh | EPAC2 antag | HepG2 tox | Nrf2 activator | TGFb inhibitor | Nrf2 block | A549 viability | S2 tox | MCF10A rerep
COc1cccc(C(=O)NCC2CCCN2S(=O)(=O)c2ccccc2)c1 (configuration not stated) in the list: ? | -7% | 10% | 0.3% | 2% | -9% | 0% | i | -3%
O=Cc1ccccc1Oc1nc(N2CCOCC2)nc(N2CCOCC2)n1 in the list: -8% | -19% | 0% | -0.4% | -5% | 0% | 8% | i | ?
O=C(NCc1ccc(Cl)cc1Cl)Nc1nc([C@@H]2O[C@H](CO)[C@@H](O)[C@H](O)[C@H]2O)cs1 in the list: 3% | 2% | 16% | -1.3% | 24% | / | / | i | /
CCCCN=CC1=C(O)CC(c2ccccc2)CC1=O (configuration not stated) in the list: 14% | -19% | -8% | -0.6% | 6% | 6% | 2% | i | 11%
CN1C(=O)N(CC(=O)Nc2cccc(S(=O)(=O)N(C)c3ccccc3)c2)C(=O)C12CCCCC2 in the list: -8% | -8% | 0% | -0.2% | -2% | -18% | -8% | i | ?

(further entries)
SMILES	ATXN2 expr inh	EPAC2 antag	HepG2 tox	Nrf2 activator	TGFb inhibitor	Nrf2 block	A549 viability	S2 tox	MCF10A rerep
Nc1nc(N)nc(-c2cc(O)ccc2O)n1	9%	-9%	5%	-1.8%	?	?	-10%	i	?
O=C(CN1CCCCC1)Nc1cccc(Cl)c1Cl	23%	1%	4%	-0.4%	-3%	26%	-1%	i	?
[O-]C1=N/[N+](=C/c2ccccc2)CC1	/	3%	-25%	-1.3%	16%	13%	4%	i	5%
COC(=O)c1sc(NC(C)=O)c(C(=O)OC)c1C	-3%	25%	3%	0.2%	-2%	11%	2%	i	2%
COc1ccc(OC)c2c1sc(=NC(=O)C(C)(C)C)n2C	0%	6%	-5%	3.6%	2%	-12%	0%	i	10%
O=C(CN1CCN(c2ccccc2)CC1)Nc1ccc(-n2cnnn2)cc1	-18%	-3%	-2%	0.2%	0%	-2%	-6%	i	-1%
c1ccc(OCCN2CCN(Cc3nc(-c4ccc5c(c4)OCO5)no3)CC2)cc1	4%	-3%	-13%	0.0%	?	?	0%	i	-2%
COCCNc1nnc(Cc2ccc(Cl)cc2)c(=O)[nH]1	1%	-4%	-15%	-0.5%	-3%	6%	2%	i	4%
CCOc1ccccc1CN1CCCC(C(=O)Nc2cccc(-n3cccn3)c2)C1 (configuration not stated)	?	3%	-29%	0.4%	?	-7%	2%	i	2%
Cc1sc2ncnc(N3CCN(S(=O)(=O)c4ccc(F)cc4)CC3)c2c1C	-34%	-8%	-29%	-0.7%	-4%	?	-9%	?	17%
Cc1cc(C(=O)NNC(=O)c2cccs2)c(C)o1	4%	-1%	-2%	-0.2%	-17%	-1%	0%	i	-1%
O=C(NNC(=S)Nc1cccc(Cl)c1)c1ccccc1	44%[activator]	8%	-27%	-0.2%	-15%	?	-5%	i	1%
CCOc1ccc(N(C)S(=O)(=O)c2ccc3[nH]cc(C(=O)NCc4ccccc4)c(=O)c3c2)cc1	/	/	2%	-0.2%	?	/	0%	/	/
COc1ccc(-n2nc(C(=O)NCC(=O)NCc3ccc(F)cc3)c3ccccc3c2=O)cc1OC	?	-12%	-11%	-0.3%	-14%	7%	-8%	?	?
CN(Cc1ccccc1)Cc1c(F)cccc1F	-8%	5%	-11%	-0.6%	8%	/	-4%	i	25%
CC1CCc2nc(N)c(C#N)c(-c3cccnc3)c2C1 (configuration not stated)	13%	-25%	16%	-2.2%	-6%	?	-4%	i	?
CCc1nnc(NC(=O)c2cccc(S(=O)(=O)N3CCCCC3)c2)s1	1%	5%	-23%	0.4%	5%	-4%	-7%	i	-1%
CCOc1ccc(NC(=S)N2CCN(C/C=C/c3ccccc3)CC2)cc1	2%	-21%	-1%	-0.5%	1%	?	0%	i	18%
CS(=O)(=O)N(CC(=O)N1CCOCC1)c1ccc2c3c(cccc13)CC2	-9%	8%	2%	-0.1%	-7%	-6%	-2%	i	-15%
Cc1ccc(S(=O)(=O)N(C)C)cc1NC(=O)C(C)N(C)Cc1sccc1C (configuration not stated)	?	-7%	-18%	0.3%	?	13µM*	-18%	i	?
COc1cc(CCC(=O)OCC(=O)N2CC(=O)Nc3ccccc32)cc(OC)c1OC	-6%	10%	-11%	-0.4%	-19%	7%	3%	i	0%
CN(NC(=O)c1c(Cl)cccc1Cl)c1cccc(Cl)n1	-9%	1%	10%	0.3%	-11%	-17%	6%	i	0%
CNc1cc([N+](=O)[O-])ccc1N/C=C/C(=O)c1ccc2c(c1)OCO2	-25%	0%	2%	11%	?	7%	-3%	?	9%
COc1ccc(OC)c(NC(=O)CSc2nnc(CNC(=O)COc3ccc(Cl)cc3)o2)c1	4%	-7%	-14%	0.4%	-7%	-14%	-10%	i	3%
O=C(NC1CCCC1)c1ccc(CS(=O)(=O)Cc2ccccc2Cl)o1	-7%	-2%	7%	-0.2%	12%	-12%	-5%	i	10%
CSc1nnc2c(n1)OC(C)=Nc1ccccc1-2	-11%	4%	0%	7.9%	36%[activator]	/	-3%	i	-2%
COC(=O)c1ccc(NC(=O)CNC(=O)C2CCCCC2)cc1	19%	25%	-2%	-0.4%	6%	?	7%	i	?
COc1ccc(OC)c(/C=N\NC(=O)c2c(C)nc3cc(C)ccn23)c1	0%	15%	11%	4.0%	10%	21%	-1%	?	-2%
O=C1NC(c2ccccc2)(C(F)(F)F)C(=O)N1Cc1cccnc1 (configuration not stated)	-1%	-1%	-2%	-0.5%	-4%	/	4%	i	-2%
COc1ccc(C2CC=C(C(C)=O)CN2S(=O)(=O)c2ccccc2)cc1 (configuration not stated)	-25%	-21%	3%	8.4%	-31%	/	/	i	/
CCc1ccc(N(CC(=O)NC2CCCCC2)S(=O)(=O)c2c(C)noc2C)cc1	-10%	-12%	4%	-0.4%	-29%	-3%	0%	i	15%
Nc1cc(Cl)ccc1N1CCCCC1	/	-10%	-1%	-0.8%	-8%	7%	1%	?	-1%
O=c1oc2ccccc2cc1-c1csc(NN=C2CCCCC2)n1	12%	14%	-37%	2.1%	?	7%	-2%	i	16%
CC[C@@]1(C(=O)OC)N[C@H](CN(C)C(=O)Nc2ccccc2)[C@@H]2C(=O)N(Cc3ccccc3)C(=O)[C@@H]21	1%	-6%	-17%	0.4%	0%	18%	-10%	i	32%
CCN(CC)C(=O)c1cnn(-c2ccc(F)cc2)c1-n1cccc1	14%	/	0%	-0.4%	17%	18%	11%	i	/
S=C(NCCCN1CCOCC1)Nc1ccc(Cl)c(Cl)c1	-2%	2%	-12%	-0.5%	0%	6%	2%	i	?
CC1CC(=O)c2cc(-c3ccccc3)oc2C1 (configuration not stated)	/	-14%	-13%	9.9%	2%	/	/	i	/
COc1ccc(C2CC(=O)c3cnn(-c4nc(C)cc(C)n4)c3C2)cc1OC (configuration not stated)	-6%	-4%	5%	2.4%	-9%	-21%	-9%	i	-1%
CC1=CC(c2ccc(Cl)cc2)n2nc(NC(=O)CCCC(=O)O)nc2N1 (configuration not stated)	10%	1%	2%	-0.4%	7%	7%	-2%	i	-2%
COc1cccc(/C=C/c2nc3c(cnn3-c3ccccc3)c(=O)[nH]2)c1	/	-8%	0%	3.8%	0%	?	-7%	i	20%
Cc1cccc(NC(=O)CSc2nc3c(c(=O)[nH]2)CCCC3)c1C	2%	2%	-6%	-0.3%	0%	-29%	3%	i	14%
O=C1CC(c2ccccc2)Cc2[nH]c(=O)c(-c3nc(-c4cccc(Cl)c4)cs3)cc21 (configuration not stated)	/	/	3%	3.9%	2%	10%	-2%	/	/
Cc1ccc(C(=O)N(CC(=O)NC2CCCC2)c2ccccc2Cl)s1	-13%	-8%	-7%	2.8%	-6%	8%	-1%	i	-2%
O=C(CN1CCN(Cc2ccccc2Cl)CC1)N/N=C/c1cccs1	-9%	-1%	6%	-0.5%	3%	4%	8%	i	14%
O=C(NCc1ccc2c(c1)OCO2)c1cc(-c2ccccc2)nn1CC1CC(c2cccnc2)=NO1 (configuration not stated)	-3%	10%	16%	-0.4%	10%	-13%	-3%	i	16%
Cc1ccc(C(=O)Nc2nc(-c3ccccc3)c(-c3ccccc3)o2)cc1	-39%[11.3 µM]	0%	4%	10%	-15%	?	-11%	i	?
Cc1ccc(NC(=O)Cc2coc3c(C)c(C)ccc23)cc1Cl	-17%	/	-48%	3.3%	?	-23%	1%	i	/

Screening data as filed in PubChem BioAssay.
